Sm TGR block = blocks Schistosoma mansoni thioredoxin glutathione reductase; Q962Y6; purified TGR, DTNB reduction, TNB absorbance 405 nm; Potency, µM (series often up to 114 µM), for inactives: at the top dose activity change, negative = inhibition, usual class: inhibitors; hit rate 3% among 360,000; also: potency is read from the fitted curve at half-maximal effect; nearly all actives have a fitted effect of over 60% in size
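TGR 20 nM + NADPH 100 uM (dispensed conc.), cpd preinc 15 min RT; start with NADPH (500 uM addition) then DTNB (15 mM addition). Kinetic TNB absorbance, 405 nm filter. Four-parameter Hill fit across titration.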
AMA1-RON2 inh = AMA1-RON2 (P. falciparum) interaction inhibition; AlphaScreen AMA1-biotinylated RON2 peptide binding; Potency, µM (titrated, usually from 58.2 µM), without a hit: top-dose activity change, negative = inhibition, actives largely listed as inhibitors; hit rate 0.2% among 360,000; AID 720542;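 also: potency is read from the fitted curve at half-maximal effect; 0% = vehicle wells and -100% = peptide control; nearly all actives have a fitted effect of over 45% in size; some results filed as inactive show a strong effect at the top dose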
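AMA1 (3D7) with his tag at 25 nM final met compounds first, then biotinylated RON2 peptide at 25 nM; detection used donor plus acceptor beads, 10 µg/mL apiece, read by AlphaScreen after 30 min at room temperature.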
HCMV inh = blocks human cytomegalovirus replication. HFF cells, HCMV-luciferase reporter, 72 h; stronger effect = lower value. activity change, negative = inhibition, % at 57.5 µM. hit rate 4.5% among 410,000; in the data active = activity change below about -60%; inconclusive = no clear call, values can overlap the other calls; inactive = above about -39%
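Inhibition of viral replication was scored as loss of reporter luminescence in HFFs infected with HCMV-luciferase (MOI 1 PFU/cell) for 72 h; compounds tested at 2 doses, normalized to buffer and Salinomycin controls.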
HCV inh = HCV inhibition; Huh7.5.1 HCVcc-Cre infection, luciferase reporter, 44 h; Potency, µM (doses to about 41.8 µM), for inactives: at the top dose activity change, negative = inhibition, hits mostly inhibitors; hit rate 3.4% among 340,000; also: potency is read from the fitted curve at half-maximal effect
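Infectious HCVcc-Cre (~0.5 moi) was added to cells just after compound, with cells seeded 4 h earlier at 1,000 per well. Luciferase activity after 44 h culture reported infection; substrate was incubated 15 min at room temperature before reading.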
FBPA Giardia inh = blocks Giardia fructose-bisphosphate aldolase activity. purified Giardia FBPA. hit rate 0.71% among 290,000. Potency, µM (highest dose often 59.6 µM), without a hit: top-dose activity, negative = inhibition, usual class: inhibitors. A8B2U2; also: potency is read from the fitted curve at half-maximal effect; nearly all actives have a fitted effect of over 55% in size
Target sequence (A8B2U2 whole entry, looked up): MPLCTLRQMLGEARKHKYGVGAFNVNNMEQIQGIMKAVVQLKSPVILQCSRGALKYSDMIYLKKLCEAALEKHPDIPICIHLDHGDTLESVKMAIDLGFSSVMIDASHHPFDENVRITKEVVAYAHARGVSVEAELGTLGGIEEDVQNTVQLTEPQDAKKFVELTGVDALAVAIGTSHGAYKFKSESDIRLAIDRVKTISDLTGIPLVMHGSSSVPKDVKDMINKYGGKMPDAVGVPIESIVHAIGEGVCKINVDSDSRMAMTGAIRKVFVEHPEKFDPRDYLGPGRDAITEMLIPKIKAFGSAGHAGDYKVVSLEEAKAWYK
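Giardia FBPA (40 nM reagent) was preincubated 10 min at RT with compound (up to 57.5 uM final), then substrate plus GAPDH/TPI/NAD/arsenate coupling system with diaphorase/resazurin was added; resorufin fluorescence (525/598 nm) was read after 20 min.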
AmpC inh detg = blocks E. coli AmpC beta-lactamase in detergent assay; P00811; AmpC hydrolysis of nitrocefin, absorbance 480 nm, 0.01% Triton; Potency, µM (titrated, usually from 114 µM), for inactives: top-dose activity change, negative = inhibition, actives largely listed as inhibitors; hit rate 0.041% among 370,000; AID 485294;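 also: potency is read from the fitted curve at half-maximal effect; 0% = no-compound wells and -100% = no-enzyme wells; nearly all actives have a fitted effect of over 25% in size; some results filed as inactive show a strong effect at the top dose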
Target sequence (P00811 whole entry, looked up): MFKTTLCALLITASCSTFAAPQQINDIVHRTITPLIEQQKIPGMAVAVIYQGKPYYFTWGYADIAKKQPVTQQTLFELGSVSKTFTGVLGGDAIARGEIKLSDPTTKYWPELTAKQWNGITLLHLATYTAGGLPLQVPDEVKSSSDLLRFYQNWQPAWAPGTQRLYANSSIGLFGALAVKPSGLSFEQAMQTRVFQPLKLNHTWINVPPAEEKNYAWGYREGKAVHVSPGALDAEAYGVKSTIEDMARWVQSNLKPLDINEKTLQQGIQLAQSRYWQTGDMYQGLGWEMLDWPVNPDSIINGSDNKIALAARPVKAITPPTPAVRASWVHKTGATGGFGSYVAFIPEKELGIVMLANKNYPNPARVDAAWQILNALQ
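20 mM phosphate pH 7.0 + 0.01% (detergent screen) or 0.0001% Triton X-100; 5.3 nM AmpC reagent; cpd preinc 15 min RT; nitrocefin (800 uM stock) to start; A480 q20 s × 4 min; Activity was normalised to no-enzyme and no-compound control wells.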
Active calls of the source: *; ? = inconclusive; nt = not tested or not shown; & = joins results of further samples; [ ] = remark or other dose. Unless noted, calls follow the shape of the dose curve; as a rule, active = well fitted curve in the direction sought with a large enough effect; inconclusive = small, poorly fitted or top-dose-only effect, or another doubt; inactive = no such curve, though single readings can be large; an effect the other way counts as inactive or inconclusive. Unless noted, % is scaled to controls: 0 for no effect and ±100 for the full control effect.

SMILES	Sm TGR block	AMA1-RON2 inh	HCMV inh	HCV inh	FBPA Giardia inh	AmpC inh detg
COc1ccc(S(=O)(=O)N2CCCCC2)cc1NC(=O)C1CCCO1 (configuration not stated)	-1%	21%	-17	19%	4%	1%
CCc1ccc(OCC(=O)Nc2ccncc2)c(Br)c1	-3%	6%	13	?	5%	?
COc1cccc(C(=O)OCC(=O)NCCNC(=O)COC(=O)c2cccc(OC)c2OC)c1OC	2%	6%	?	19%	nt	3%
CS(=O)(=O)N(CC(=O)N1CCCC1)Cc1ccc(F)cc1	40µM*	-4%	-14	6%	13%	-1%
CCn1cc(C(=O)Nn2cnnc2)c(=O)c2ccc(C)nc21	9%	50%[activator]	-6	4%	-1%	5%
CN1C(=O)C(=O)N(CC(=O)N2CCc3ccccc32)C1=O	-1%	-6%	-11	7%	-1%	-13%
Cc1ccccc1CNC(=O)Cn1cc2c(n1)-c1c(oc(C(=O)N3CCCC3)c1C)CC2	?	nt	-22	nt	nt	1%
CCOC(=O)Cn1c(=O)n(-c2ccccc2OC)c2nc(-c3ccccc3F)nc(C(N)=O)c21	2%	nt	15	nt	nt	1%
COC(=O)CCC(=O)NC(=S)Nc1ccc(S(=O)(=O)N2CCCC2)cc1	6%	0%	-25	19%	2%	7%
CNC[C@@H]1Oc2ccc(NC(=O)Nc3ccccc3)cc2C(=O)N([C@@H](C)CO)C[C@H]1C	nt	5%	11	18%	nt	nt
CC(=O)N(c1c(C)n(C)n(-c2ccccc2)c1=O)C1(C(=O)NC2CCCC2)CCCCC1	3%	9%	-14	12%&5%	7%	-6%
CC(=O)Nc1ccc(NS(=O)(=O)c2cccc3nonc23)cc1	4%	-6%	10	0%	-7%	-17%
NC(CC(=O)O)c1ccc(F)cc1 (configuration not stated)	-2%	17%	58	7%	1%	-8%
COCCNC(=O)CN1C2CCC1CC(O)(c1cccnc1)C2 (configuration not stated)	-9%	2%	-7	6%	7%	-11%
C/C=C/C=C\C(=O)Nc1cccc(C2=NOC3(C2)C[C@@H](C(N)=O)N(C(=O)c2cc([N+](=O)[O-])cc([N+](=O)[O-])c2)C3)c1 (some centres not stated)	3.5µM*	-9%	?	?	-25%	3%
CN(CCOc1ccc(Cl)cc1)C(=O)c1cc([N+](=O)[O-])ccc1N1CCOCC1	-2%	-8%	?	?	nt	-10%
Cn1nccc1NC(=O)Nc1cccc(Cl)c1Cl	13%	-1%	?	-15%	14%	1%
COc1ccc(CN2CCCC(CO)(Cc3cccc(Cl)c3)C2)cc1OC (configuration not stated)	4%	-13%	43	?	15%	?
O=C(CCN1CCCO1)N1CCCC(N2CCN(c3ccccc3F)CC2)C1 (configuration not stated)	1%	14%	28	6%	-9%	9%
Cc1nc2c(c(C)c1C#N)C(=O)c1ccccc1-2	6%	-6%	26	3%	8%	?

Entries shown so far with a Cl atom, in the order listed:
SMILES	Sm TGR block	AMA1-RON2 inh	HCMV inh	HCV inh	FBPA Giardia inh	AmpC inh detg
CN(CCOc1ccc(Cl)cc1)C(=O)c1cc([N+](=O)[O-])ccc1N1CCOCC1	-2%	-8%	?	?	nt	-10%
Cn1nccc1NC(=O)Nc1cccc(Cl)c1Cl	13%	-1%	?	-15%	14%	1%
COc1ccc(CN2CCCC(CO)(Cc3cccc(Cl)c3)C2)cc1OC (configuration not stated)	4%	-13%	43	?	15%	?

New compounds follow
SMILES	Sm TGR block	AMA1-RON2 inh	HCMV inh	HCV inh	FBPA Giardia inh	AmpC inh detg
CC1CN(C(=O)c2cccc(S(=O)(=O)N3CCOCC3)c2)CC(C)O1 (configuration not stated)	11%	3%	18	23%	2%	?
Cc1ccc(C)c(CN2CCCNC2=O)c1	?	5%	51	12%	-18%	3%
C/C(=N/Nc1nc(-c2ccccc2)cc(-c2ccccc2)n1)c1ccc(N)cc1	-11%	nt	nt	-17%	2%	5%
O=C(CN1C(=O)NC2(CCCCCC2)C1=O)c1ccc(Cl)cc1	1%	7%	2	-4%	nt	1%
Cn1c(N)c(C(=O)COC(=O)COc2ccc(Cl)cc2)c(=O)n(C)c1=O	4%	0%	-17	18%	nt	2%
NNC(=O)c1cnn(Cc2ccccc2)c1N	-4%	2%	-24	?	3%	0%
CC(=O)c1c(C)oc2c1cc(NS(=O)(=O)c1ccc(Br)cc1)c1ccccc12	6%	nt	-10	nt	nt	5%
Cc1cccc(OCC(=O)Nc2cccc(-c3nnc(-c4ccccc4)o3)c2)c1C	2%	-4%	4	?	4%	?
COC(=O)c1c(NC(C)=O)sc(Cc2ccccc2)c1C	14%	-8%	-8	?	5%	-2%
CCc1cc2c(cc3c(=O)n(CC(=O)N4CCN(c5cc(Cl)ccc5C)CC4)nc(CC)n32)s1	5%	nt	13	nt	nt	-5%
COc1ccc(-c2nnn(CC(=O)N(Cc3cccs3)C(C)C(=O)NCCC(C)C)n2)cc1OC (configuration not stated)	-1%	5%	-21	?	5%	-4%
O=C(COC(=O)c1ccc([N+](=O)[O-])o1)NC12CC3CC(CC(C3)C1)C2	nt	-9%	-10	8%	nt	nt
CC(=O)Oc1ccc(Cl)cc1/C=C/c1ccc2ccccc2n1	4%	1%	96	7.9µM*	1%	-13%
Cc1ccc(SCCC(=O)OCC(=O)NCC2CCCCC2)cc1	9%	17%	23	1%	1%	2%
CCOc1ccc(S(=O)(=O)/N=C(/Nc2ccc(C)c(S(=O)(=O)N3CCOCC3)c2)c2ccccc2)cc1	nt	-8%[11.6 µM]	-19	?	nt	nt
COc1ccc(C(=O)N2CC(=O)Nc3ccc(Br)cc3C2c2ccc(F)cc2)cc1OC (configuration not stated)	13%	nt	16	nt	nt	3%
COc1cccc(/C=C(/C(=O)OCC(=O)NC2CCCC(C)C2C)c2ccccc2)c1 (configuration not stated)	4%	-4%	?	?	-3%	1%
O=C(c1ccccn1)N(Cc1cc2ccccc2[nH]c1=O)C1CCCCC1	1%	5%	58	-6%	1%	?
O=C(Cc1ccc(Br)cc1)OCC(=O)c1ccc2c(c1)OCCO2	-18%	25%	24	12%	-3%	-15%
CC(=O)NC/C(C)=N\Nc1ccc([N+](=O)[O-])cc1	-7%	10%	-1	-17%	0%	4%
CNC(=O)Nc1ccccc1C(=O)Nc1ccccc1	16%	-21%	39	14%	3%	-2%
O=C(C1=C(O)C(=O)N(CCOCCO)C1c1cccc([N+](=O)[O-])c1)c1cccs1 (configuration not stated)	-9%	-19%	-4	25%	2%	-2%
COc1ccc2nc(Nc3ccc4c(c3)OCO4)sc2c1	8%	-5%	31	?	-3%	6%
O=C1C=C(c2ccnc3cc(Cl)ccc23)C[C@@H](c2ccc3c(c2)OCO3)C1	-9%	-27%	-67*	3.2µM*	nt	2%
N#Cc1nc(-c2cccc3ccccc23)oc1N1CCCCC1	0%	-3%	20	0%	1%	-3%
CC(=NCCN1CCOCC1)C1=C(O)c2ccccc2C1=O	-27%	15%	-102*	6%	-4%	?
CCOC(=O)c1c(NC(=O)CSc2nc3ccc(OC)cc3[nH]2)sc2c1CC(C)(C)NC2(C)C	-3%	-6%	-4	?	nt	-8%
CCCCCC1C(C(=O)OCC)C(=O)NC1(C(=O)OCC)C(=O)OCC (configuration not stated)	nt	-2%	-13	27%	nt	nt
COc1cccc(N(CC(=O)N/N=C(\C)c2cccs2)S(C)(=O)=O)c1	4%	0%	-19	1%	0%	7%
CCc1nn2c(=O)cc(COC(=O)c3ccccc3NC(=O)COc3ccc(C)c(C)c3)nc2s1	2%	nt	?	nt	nt	10%
Cc1ncc([N+](=O)[O-])n1Cc1ccccc1	-6%	11%	-29	12%	10%	-10%
CCOc1ccc(Nc2nc3ccccc3n3c(CC)nnc23)cc1	-9%	nt	0	nt	nt	3%
COc1cc(Cl)c(C)cc1NC(=O)COc1ccccc1[N+](=O)[O-]	6%	6%	26	-12%	1%	-3%
Cc1cc(N/N=C/c2ccccc2Br)nc2ccccc12	15%	0%	27	?	-4%	?
COc1ccc(Cl)cc1NC(=O)Cn1c(=O)n(CCCC(=O)NCCc2ccc(OC)c(OC)c2)c(=O)c2ccccc21	-2%	nt	-80*	nt	nt	15%
Cc1cc(C)nc(Sc2nc(Nc3ccccc3)nc(Sc3nc(C)cc(C)n3)n2)n1	-10%	5%	-72*	?	1%	-11%
CCOc1ccc(OCC)c(NC(=O)C2CCCN(S(=O)(=O)c3cnc[nH]3)C2)c1 (configuration not stated)	?	-2%	-34	?	1%	-9%
CCOC(=O)c1ccc(NS(C)(=O)=O)cc1	-21%	1%	-10	12%	0%	?
O=C(NCCc1ccccc1)C1CCCN(S(=O)(=O)c2cccs2)C1 (configuration not stated)	0%	-7%	?	14%	-7%	?
CCC(C)NC(=O)c1ccccc1NS(=O)(=O)c1ccc(OC)c(OC)c1 (configuration not stated)	11%	-6%	-34	2%	1%	-17%
COc1ccc(CCNC(=O)c2ccc3c(=O)n4c(nc3c2)CCC4)cc1OC	-8%	12%	-31	?	nt	0%
Cc1ccc(-c2nnc(Nc3ccc(OC(F)(F)Cl)cc3)c3ccccc23)cc1S(=O)(=O)NC(C)(C)CO	1%	nt	-95*	nt	nt	-4%
NCCSC1CC(=O)N(c2ccc(Cl)c(Cl)c2)C1=O (configuration not stated)	63µM*	38%[activator]	64	16%	-11%	-2%
c1ccc(OCCN2CCN(Cc3nc(-c4ccc5c(c4)OCO5)no3)CC2)cc1	-2%	-3%	-26	?	0%	10%
COc1cc(-c2nc(SCC(=O)Nc3ccc4c(c3)OCO4)c(-c3ccccc3)[nH]2)cc(OC)c1OC	-5%	nt	?	nt	nt	-10%
CSCCC(NS(=O)(=O)c1ccccc1F)C(=O)NC(C)c1ccccc1 (configuration not stated)	-17%	7%	-13	-10%	6%	-8%
COc1ccc2c(c1)C1(Nc3ccccc3-c3nc4ccccc4n31)C(=O)N2C (configuration not stated)	-3%	-1%	-25	3%	7%	-3%
O=C(O)CCC(=O)NCc1cn(-c2ccccc2)nc1-c1cccc(Br)c1	6%	8%	-20	16%	3%	2%
Cc1ccc(S(=O)(=O)NNC(=O)c2ccoc2C)cc1	-5%	14%	-28	5%	-1%	3%
CCCCCC(=O)Nc1cccc(C2=NOC3(C2)C[C@H](C(N)=O)N(C(=O)[C@H]2CCC(=O)N2)C3)c1 (some centres not stated)	0%	-2%	-6	10%[8.37 µM]	0%	-1%
(listing goes on)
SMILES	Sm TGR block	AMA1-RON2 inh	HCMV inh	HCV inh	FBPA Giardia inh	AmpC inh detg
CN1C(=O)C(O)(CC(=O)c2cccs2)c2ccccc21 (configuration not stated)	nt	-6%	-6	25%	3%	1%
Cc1ccc(Cn2c(C(=O)O)c(CNCc3ccc(OC(C)C)cc3)c3ccc(C)cc32)cc1	4%	nt	-105*	nt	nt	2%
COc1cccc(CNCCSc2nnnn2C)c1OCc1ccc(F)cc1	-10%	nt	3	nt	nt	-5%
CC(=Nc1ccc2c(c1)CCC2)c1c(O)n(-c2ccccc2)c(=O)[nH]c1=O	25%	2%	13	-10%	0%	0%

Exported in markdown: part of the list above
| Molecule | Sm TGR block | AMA1-RON2 inh | HCMV inh | HCV inh | FBPA Giardia inh | AmpC inh detg |
| --- | --- | --- | --- | --- | --- | --- |
| Cc1ccc(Cn2c(C(=O)O)c(CNCc3ccc(OC(C)C)cc3)c3ccc(C)cc32)cc1 | 4% | nt | -105* | nt | nt | 2% |
| COc1cccc(CNCCSc2nnnn2C)c1OCc1ccc(F)cc1 | -10% | nt | 3 | nt | nt | -5% |
